# TNAP activation fold: stimulation of alkaline phosphatase TNAP activity – biochemical, luminescent, no phosphate acceptor, uHTS, primary screen (AID 1001) | hit rate 0.03% among 200,000 | activation fold at 20 µM, or EC50 in µM where a hit was titrated | purified TNAP, luminescent activation assay, no phosphate acceptor; higher activation fold means a stronger effect; in the data active = activation fold from about 3, or a potency from the dose series; inactive = the rest, 99 in 100 with activation fold below about 1.6; note: many of its hits are not listed in these tables
# West Nile antiviral: West Nile virus antiviral activity, cell-based, CPE readout (AID 1621); one-dose CPE inhibition, % at 10 µM; IC50 in µM for titrated hits; West Nile virus-infected cells, CPE inhibition; higher % means a stronger effect; hit rate 0.02% among 290,000; in the data active = a potency from the dose series; inconclusive = CPE inhibition mostly from about 3.7% at the one dose, without a potency; inactive = the rest, 99 in 100 with CPE inhibition below about 2.2%; note: strong numbers were not always called active
# UTI89 phage lysis: protection from phage-mediated lysis, alamar blue read-out – E. coli UTI89, K1F phage, bacterial capsule biogenesis inhibitors (AID 488966); hit rate 0.02% among 340,000; E. coli UTI89 K1F phage lysis, alamar blue, 2 h; higher % means a stronger effect; one-dose inhibition, % at 100 µM; IC50 in µM for titrated hits;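 active = phage lysis inhibition, versus mean bacterial control, above a set limit; inconclusive = no clear call, values can overlap the other calls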;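 note: capsule biogenesis inhibitors block K1F phage lysis so surviving cells raise fluorescence; higher fluorescence means more inhibition of phage lysis; actives were called in the ten point dose series up to 300 µM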
# human PMI inhibition: inhibitors of human PMI, primary screen, biochemical, fluorescence intensity, coupled assay (AID 1209); purified PMI enzyme, coupled fluorescence intensity; higher % means a stronger effect; inhibition, % at 20 µM, or IC50 in µM where a hit was titrated; hit rate 0.42% among 190,000;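 note: plate controls were DMSO vehicle for no effect and wells lacking substrate for full effect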
# human PMI inhibitors: human PMI inhibitors, high substrate, primary screen, biochemical, fluorescence intensity, high mannose 6-phosphate (AID 1220). hit rate 0.66% among 190,000. inhibition, % at 20 µM; hits with a dose series show IC50 in µM. recombinant PMI enzyme, coupled fluorescence intensity; higher % means a stronger effect
# M17LAP inhibition: P. falciparum M17LAP inhibitors, primary screen, biochemical, fluorogenic H-Leu-NHMec substrate, 1536-well (AID 1619); hit rate 0.38% among 220,000; recombinant M17LAP, H-Leu-NHMec fluorogenic kinetic assay; higher % means a stronger effect; inhibition, % at 30 µM; hits with a dose series show IC50 in µM;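 active = compound inhibiting the enzyme by more than half at any dose during confirmatory dose-response retesting; inconclusive = strong single-dose inhibitors picked by rank but not retested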;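 note: plate controls were full reaction with DMSO carrier for no effect and no enzyme background for full effect; strong numbers were not always called active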
# RSV CPE inhibition: RSV antiviral activity via CPE protection, HEp-2 cells, primary 10 µM value included (AID 2391); HEp-2 cells, RSV-induced CPE inhibition; higher % means a stronger effect; one-dose CPE inhibition, % at 10 µM; IC50 in µM for titrated hits; hit rate 0.13% among 310,000; in the data active = a potency from the dose series; inconclusive = CPE inhibition mostly from about 23% at the one dose, without a potency; inactive = the rest, 99 in 100 with CPE inhibition below about 21%; note: strong numbers were not always called active
# T cell HTS: modulates CD8 T cell binding to vesicles; hit rate 0.068% among 330,000; 2C CD8+ T cell-vesicle binding, flow cytometry; active compounds read low; calls only at 7 µM;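 active = response, share of CD8 T cells binding vesicles, and their 90th percentile fluorescence all below set limits, cut at about 80% in these data, passing the limit was not always enough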
#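 Incubation: binding step 1.5 h, 37 °C, antibody labelling 20 min, ice; system: murine 2C transgenic CD8+ T lymphocytes; technique: cytometric PE anti-B7-1 and Alexa647 anti-CD8 signals after 1% paraformaldehyde fixation; also added: QL9-charged Drosophila Ld/ICAM-1/B7-1 vesicles; control set: naked versus QL9-loaded vesicles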
# P. falciparum M1AAP: malaria alanyl aminopeptidase activity blockers – biochemical, fluorogenic H-Leu-NHMec substrate, 1536-well (AID 1445) | one-dose inhibition, % at 30 µM; IC50 in µM for titrated hits | recombinant M1AAP, H-Leu-NHMec fluorogenic kinetic assay; higher % means a stronger effect | hit rate 0.42% among 220,000;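 active = primary inhibition above the hit cutoff, then over 50% inhibition at one or more dose response concentrations, cut at about 23% in these data, passing the limit was not always enough; inconclusive = conflicting primary data, or primary hits not chosen for dose response; inactive = low primary inhibition, or under 50% at every dose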;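 note: plate controls were DMSO full reaction for no effect and no enzyme background for full effect; strong numbers were not always called active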
# T cell HTS vesicle-bound %: recorded beside T cell HTS, whose call it bears; double positive events, %; measured here: CD8+ vesicle-bound cell fraction;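 binding gate set so that unloaded-vesicle control wells show 10% double positive cells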
# Active calls of the source: *; i = inactive; ? = inconclusive; nt = no result given; [ ] = dose if it differs, or a comment. Cut-off read from the data, not from the text of the source, unless noted: active = inhibition above about 50%; inactive = the rest.
# Every second line gives: TNAP activation fold	West Nile antiviral	UTI89 phage lysis	human PMI inhibition	human PMI inhibitors	M17LAP inhibition	RSV CPE inhibition	T cell HTS	T cell HTS vesicle-bound %	P. falciparum M1AAP
- COc1ccc(S(=O)(=O)N2CCCC(C(=O)N3CCN(c4ccccc4)CC3)C2)cc1Cl (stereo not drawn)
    nt	-0.4%	0.0%	nt	nt	nt	10%	i	62	nt
- COc1cccc(-c2cc(C(F)(F)F)nc(-n3cc(Cl)cn3)n2)c1
    1.1	-1.9%	-0.3%	11%	5%	4%	1.7%	i	36	3%
- O=C(c1ccc(Cl)cc1)N1CCCCC(Sc2nnc(-c3ccc4c(c3)OCO4)o2)C1=O (stereo not drawn)
    1.1	nt	0.3%	0%	2%	8%	1.8%	i	55	9%
- O=C(c1ccccc1)c1nccn1-c1ccc(Cl)nn1
    nt	0.1%	0.1%	nt	nt	-5%	-0.3%	i	38	-1%
- Cc1cc(NC(=O)CSc2nc3c([nH]c4ccccc43)c(=O)n2-c2ccccc2F)no1
    nt	0.6%	0.1%	nt	nt	nt	7.9%	i	8	nt
- Cc1ccccc1NC(=S)N1CCN(C(=O)c2ccco2)CC1
    1.1	-0.1%	0.1%	5%	5%	-4%	2.1%	i	56	-4%
- CCOC(=O)N1CCN(C(=O)CNC(=O)c2ccc(Cl)cc2)CC1
    nt	-0.2%	0.7%[50 µM]	nt	nt	nt	1.1%	i	13	nt
- CC(=O)N1c2ccccc2C(C)(c2ccccc2)CC1(C)C (stereo not drawn)
    1	0.2%	2.7%	15%	16%	-3%	2.4%	i	52	9%
- O=C(COc1ccccc1)Nc1nnc(C23CC4CC(CC(C4)C2)C3)s1
    1	0.3%	0.8%	-1%	-3%	-6%	0.3%	i	36	-5%
- CCCCCCCCCCC(=O)NNC(=O)c1c(O)c2ccccc2n(CC)c1=O
    1.2	0.3%	nt	-9%	-22%	3%	-2.2%	i	45	6%
- O=S(=O)(/N=C(/Nc1ccccc1)c1ccccc1)c1cccs1
    1.1	-0.7%	0.1%	16%	17%	2%	3.1%	i	66	-2%
- N#Cc1nc(Cc2cccc3ccccc23)oc1NCCCN1CCOCC1
    1.1	0.6%	5.7%	-2%	18%	6%	-2.9%	i	9	6%
- O=C(O)C1CCCN1S(=O)(=O)c1cccs1 (stereo not drawn)
    1.2	0.6%	nt	3%	2%	-11%	nt	nt	nt	-10%
- C/C(=N/NC(=O)CNC(=O)c1ccccn1)c1cccc([N+](=O)[O-])c1
    1.1	0.3%	0.5%	-2%	-9%	9%	0.9%	i	26	0%
- Cc1ccc(NC(=O)c2cccc(OCc3c(C)noc3C)c2)c(C)c1
    1.1	0.1%	0.0%	-14%	-1%	2%	22%	i	12	9%
- CCOC(=O)C(C)Sc1nnc(NC(=O)c2ccc3c(c2)OCO3)s1 (stereo not drawn)
    1.1	0.1%	0.4%	-17%	-12%	9%	2.2%	i	41	3%
- CCCCOP(=O)(OCCCC)C(Nc1ccc(C(=O)OCC)cc1)c1ccncc1 (stereo not drawn)
    nt	-1.2%	-0.1%	nt	nt	nt	-0.5%	i	24	nt
- CC(C)CNC(=O)c1cccc(NC(=O)CSc2ccc(Cl)cc2)c1
    1	-0.6%	4.0%	-3%	-18%	20%	9.2%	i	25	2%
- CCCCc1noc2c1/C(=N\O)CC(c1ccccc1)C2 (stereo not drawn)
    1	-0.1%	0.4%	-1%	-3%	0%	0.1%	i	32	-3%
- Clc1cccc2c1CCN(Cc1nc(-c3cnccn3)no1)C2
    1	-0.3%	0.3%	-6%	-6%	-1%	-1.1%	i	66	3%

# The last 2 records of the section before come first, to join the parts.
# Every second line gives: TNAP activation fold	West Nile antiviral	UTI89 phage lysis	human PMI inhibition	human PMI inhibitors	M17LAP inhibition	RSV CPE inhibition	T cell HTS	T cell HTS vesicle-bound %	P. falciparum M1AAP
- CCCCc1noc2c1/C(=N\O)CC(c1ccccc1)C2 (stereo not drawn)
    1	-0.1%	0.4%	-1%	-3%	0%	0.1%	i	32	-3%
- Clc1cccc2c1CCN(Cc1nc(-c3cnccn3)no1)C2
    1	-0.3%	0.3%	-6%	-6%	-1%	-1.1%	i	66	3%
- C=CCN(C(=O)CSc1nc2c(sc3ccccc32)c(=O)n1CCN(CC)CC)c1ccccc1
    1.1	0.8%	-0.4%	16%	7%	-9%	-0.4%	i	40	3%
- O=C(CNC(=O)c1cccc(F)c1)N/N=C/c1cccs1
    nt	0.4%	0.0%	nt	nt	nt	-0.4%	i	24	nt
- CN(C)S(=O)(=O)c1ccc2c(c1)nc(CCC(=O)NCCc1ccc(Cl)cc1)n2C
    nt	-0.9%	0.3%	nt	nt	nt	0.3%	i	55	nt
- O=C(O)C1CC=CCC1C(=O)Nc1ccc(S(=O)(=O)N2CCCc3ccccc32)cc1 (stereo not drawn)
    1.1	?	-1.1%	5%	-2%	11%	2.9µM*	i	53	2%
- Cc1cc(C)nc(S/C=C/C(=O)c2ccccc2F)n1
    nt	11%	0.1%	nt	nt	1%	1.4%	i	23	6%
- COc1ccc(CCNS(=O)(=O)c2ccccc2[N+](=O)[O-])cc1OC
    nt	0.1%	0.4%	nt	nt	nt	1.3%	i	48	nt
- N#Cc1c(NC(=O)CSc2nnnn2C2CCCC2)sc2c1CCCC2
    1	-0.6%	5.1%	-2%	-7%	5%	4.8%	i	36	9%
- CC(C)(C)NC(=O)CN(CCc1ccccc1)C(=O)c1csnn1
    1	-0.2%	-2.0%	nt	nt	-1%	-0.9%	i	30	-2%
- CCCNC(=O)N1CCN(S(C)(=O)=O)CC1
    1.1	-0.1%	0.2%	7%	6%	-3%	3.4%	i	53	-1%
- O=C(CCN1C(=O)/C(=C\c2cccc(Br)c2)SC1=S)NCCCN1CCOCC1
    nt	?	0.0%	nt	nt	nt	0.2%	i	38	nt
- O=C(CSc1ccc2nnc(-c3ccccc3)n2n1)NCc1ccco1
    1.1	0.3%	0.6%	3%	7%	-2%	0.3%	nt	nt	3%
- O=C(Nc1ccccn1)c1cc(-n2cnnc2)ccc1Cl
    1.1	0.0%	0.3%	2%	2%	-11%	-0.5%	i	2	-3%
- CNC(=O)c1ccsc1NC(=O)c1ccc2c(c1)CCCC2
    1.1	nt	-0.6%	7%	8%	-11%	?	i	38	1%
- Cc1ccc(NC(=O)CN(C)C(=O)COc2cc(F)ccc2[N+](=O)[O-])cc1
    1.1	-0.6%	-0.3%	0%	3%	4%	2.5%	i	8	9%
- O=C1Nc2ccccc2N2CCCC12 (stereo not drawn)
    1.3	0.5%	nt	-20%	-76%	8%	15%	i	46	11%
- O=C(NNC(=O)c1ccc(F)cc1F)c1ccc2c(c1)OCO2
    1	nt	0.9%	-5%	-1%	-6%	2.9%	i	32	1%
- COc1cc(/C=C/C(=O)OCC(=O)NC(=O)NCc2ccccc2)ccc1OCC#N
    1.1	0.1%	-0.8%	21%	19%	5%	0.8%	i	44	6%
- CCc1nc(N2CCN(C(C)=O)CC2)c(C#N)c2c1COC(C)(C)C2
    nt	0.0%	2.4%	nt	nt	-49%	2.1%	i	34	3%
- C[C@@H]1CC[C@]2(O[C@@H](CCO)C[C@@H](O)[C@@H]2O)O1
    nt	0.7%	0.2%	nt	nt	7%	-0.7%	i	7	2%
- O=c1c2c3nc4ccccc4nc3n(/N=C/c3ccco3)c2ncn1CCC1=CCCCC1
    1	0.1%	0.3%	0%	21%	nt	6.0%	i	40	nt

# Gathered by group, the compounds so far with a COOH group
# Every second line gives: TNAP activation fold	West Nile antiviral	UTI89 phage lysis	human PMI inhibition	human PMI inhibitors	M17LAP inhibition	RSV CPE inhibition	T cell HTS	T cell HTS vesicle-bound %	P. falciparum M1AAP
- O=C(O)C1CCCN1S(=O)(=O)c1cccs1 (stereo not drawn)
    1.2	0.6%	nt	3%	2%	-11%	nt	nt	nt	-10%
- O=C(O)C1CC=CCC1C(=O)Nc1ccc(S(=O)(=O)N2CCCc3ccccc32)cc1 (stereo not drawn)
    1.1	?	-1.1%	5%	-2%	11%	2.9µM*	i	53	2%

# Further records.
# Every second line gives: TNAP activation fold	West Nile antiviral	UTI89 phage lysis	human PMI inhibition	human PMI inhibitors	M17LAP inhibition	RSV CPE inhibition	T cell HTS	T cell HTS vesicle-bound %	P. falciparum M1AAP
- CN1CCN(c2ccc(NC(=O)COc3ccccc3[N+](=O)[O-])cc2)CC1
    1	-0.4%	0.9%	-6%	0%	2%	-2.2%	i	45	-2%
- COc1ccc(C2=NOC(C(=O)NCCN3CCOCC3)C2)cc1 (stereo not drawn)
    1	-0.2%	8.6%	-13%	-10%	-4%	nt	i	34	-2%
- O=C(NC1CCCCC1)NC1CC2CCC(C1)N2C(=O)NC1CCCCC1 (stereo not drawn)
    1	0.0%	nt	-1%	8%	-2%	nt	nt	nt	-4%
- Nc1ccccc1Nc1ccncc1[N+](=O)[O-]
    1.1	0.1%	3.2%	2%	4%	13%	0.4%	i	27	3%
- O=C(Nc1cc(=O)[nH]c2nc(-c3ccccc3)nn12)c1ccc(Cl)cc1
    nt	0.1%	nt	nt	nt	11%	3.6%	i	18	-1%
- CCn1c(COc2ccc3c(c2)CCCC3)nnc1SCC(=O)Nc1ccc(C(=O)OC)cc1
    1.1	1.7%	1.9%	-1%	-2%	6%	0.9%	i	24	5%
- CC(=O)Oc1ccc(C)cc1-n1nc2ccccc2n1
    1.1	0.1%	1.5%	12%	10%	-12%	0.5%	i	10	-2%
- CC1CCC(NC(=O)C2CCC(CNc3c(N4CCCCC4)c(=O)c3=O)CC2)CC1 (stereo not drawn)
    nt	0.1%	0.6%[50 µM]	nt	nt	0%	1.3%	i	37	5%
- CCc1ccc(N2C(=O)c3sc4nnc(C)c(=O)n4c3C2=O)cc1
    1	0.3%	0.3%	2%	1%	5%	2.8%	i	37	11%
- CCN(CC(=O)Nc1c(F)cccc1F)C(=O)C1(c2ccccc2)CC1
    nt	0.0%	-0.1%	nt	nt	nt	1.1%	i	56	nt
- CC[N+]1(CC(O)COC2CC(C)CC(C)(C)C2)CCOCC1 (stereo not drawn)
    nt	0.3%	0.0%	nt	nt	nt	-1.6%	i	22	nt
- CCN(c1ccccc1)S(=O)(=O)c1ccc(Cl)c(NC(=O)CSc2nncn2C)c1
    1.2	-0.1%	1.0%[50 µM]	4%	-3%	-1%	4.0%	i	63	11%
- Cc1ccsc1/C=N/n1cnnc1
    nt	0.3%	-1.6%	nt	nt	13%	nt	i	48	2%
- Cc1ccc(NC(=O)N(Cc2cc3cc(C)cc(C)c3[nH]c2=O)CC2COCCO2)cc1 (stereo not drawn)
    1.1	0.2%	-1.4%	-3%	0%	-10%	2.7%	i	26	3%
